Ba/F3 V617F tox: reduced viability of JAK2V617F-dependent Ba/F3 cells, primary screen, JAK2V617F inhibitor project, cell-based, Ba/F3 EpoR-JAK2V617F, luminescence. AID 1446, 2008. ATP luminescence. inhibition, % at 5.6 µM. actives 1.1% (n = 220,000);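 active = inhibition above the campaign mean plus 3 SD over all tested compounds, cut at about 24% in these data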;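 also: cytokine-independent growth of Ba/F3 cells driven by EpoR plus mutant JAK2; 0% = DMSO-treated cells and 100% = JAK inhibitor I control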
MDM2 E3 inh: MDM2-luciferase reporter signal enhancers, primary screen, MDM2 E3 ligase inhibitor project, cell-based, luminescence, 1536-well; E3 ubiquitin-protein ligase Mdm2 (Homo sapiens), Q00987; cell-based MDM2 ubiquitination luciferase reporter, 2 h; 0 = plate control, 100 = twice control, blank-subtracted; signal enhancement, % at 5 µM; actives 0.11% (n = 210,000);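 active = signal enhancement of 30% or more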;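 also: luminescence tracks abundance of the self-degrading MDM2-luciferase fusion protein; higher signal means inhibition of MDM2 E3 ligase activity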
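Material: stable MDM2–luciferase fusion reporter cells / Quantity: 2000 cells/well / Dosing: single 5 µM compound dose, 0.2% final DMSO / Buffer or medium: DMEM / Schedule: 4 h cell settling then 2 h compound exposure, 37 °C / Detection: luminescence with SteadyLite reagent, 15 min at room temperature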
S1P4 antag: S1P4 receptor antagonists, primary screen, cell-based | S1P4-expressing cells, antagonist mode, reporter read-out | inhibition, % at 4.98 µM | actives 0.26% (n = 220,000) | AID 1510, 2009; in the data active = inhibition above about 29%;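 also: 0% = wells stimulated with agonist and 100% = vehicle wells without agonist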
PERK inhibitor: block of dimerizer-induced PERK translation repression, primary screen, PERK inhibitor project, CHO PERK-DD cells, SEAP luminescence, HTS | Eukaryotic translation initiation factor 2-alpha kinase 3 (Homo sapiens), Q9NZJ5 | CHO PERK-DD fusion, SEAP luminescence translation reporter | inhibition, % at 5.6 µM | actives 0.17% (n = 220,000);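 active = inhibition above the mean inhibition of all tested compounds plus 3 SD, set separately per screening campaign, cut at about 2.9% in these data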;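 also: PERK kinase domain activated by AP20187 dimerizer at 100 nM; 0% = DMSO with dimerizer and 100% = rapamycin at 8.4 µM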
Target sequence (Q9NZJ5 whole entry, looked up, the tested form may be a part): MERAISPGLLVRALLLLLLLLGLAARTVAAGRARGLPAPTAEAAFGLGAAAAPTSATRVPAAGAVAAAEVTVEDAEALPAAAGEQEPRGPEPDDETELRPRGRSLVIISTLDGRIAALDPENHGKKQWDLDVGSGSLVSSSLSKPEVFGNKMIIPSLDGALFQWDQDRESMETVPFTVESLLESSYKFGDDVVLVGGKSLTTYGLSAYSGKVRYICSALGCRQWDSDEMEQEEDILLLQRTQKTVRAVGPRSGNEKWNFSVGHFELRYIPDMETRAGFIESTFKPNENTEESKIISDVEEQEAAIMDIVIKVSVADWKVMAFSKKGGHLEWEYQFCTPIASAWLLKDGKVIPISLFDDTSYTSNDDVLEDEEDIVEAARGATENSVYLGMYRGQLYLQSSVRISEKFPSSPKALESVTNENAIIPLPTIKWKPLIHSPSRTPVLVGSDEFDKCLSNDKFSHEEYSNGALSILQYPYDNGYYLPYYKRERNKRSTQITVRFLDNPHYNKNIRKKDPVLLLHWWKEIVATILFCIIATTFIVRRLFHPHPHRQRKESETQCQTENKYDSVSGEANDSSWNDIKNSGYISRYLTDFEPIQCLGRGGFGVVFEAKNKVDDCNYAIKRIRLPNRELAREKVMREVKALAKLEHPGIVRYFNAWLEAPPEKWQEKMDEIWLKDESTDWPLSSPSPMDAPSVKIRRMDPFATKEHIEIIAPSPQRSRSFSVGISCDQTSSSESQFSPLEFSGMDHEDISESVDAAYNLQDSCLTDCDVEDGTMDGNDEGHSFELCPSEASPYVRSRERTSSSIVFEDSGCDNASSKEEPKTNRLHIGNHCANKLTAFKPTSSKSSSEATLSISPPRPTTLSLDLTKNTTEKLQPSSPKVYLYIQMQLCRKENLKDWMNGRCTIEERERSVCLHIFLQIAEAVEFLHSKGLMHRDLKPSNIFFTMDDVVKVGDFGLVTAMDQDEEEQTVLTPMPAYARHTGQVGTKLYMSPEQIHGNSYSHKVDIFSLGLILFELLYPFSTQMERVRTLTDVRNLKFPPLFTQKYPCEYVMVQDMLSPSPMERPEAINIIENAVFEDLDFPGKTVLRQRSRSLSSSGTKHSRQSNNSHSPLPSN
BaF3 tox: parental Ba/F3 cell viability inhibition, counter-screen for JAK2V617F inhibitor project, murine pro-B, CellTiter-Glo luminescence | actives 1.1% (n = 220,000) | AID 1486, 2009 | inhibition, % at 5.6 µM | CellTiter-Glo ATP luminescence;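 active = inhibition above a per-campaign cutoff, the mean inhibition of all tested compounds plus 3 SD, cut at about 27% in these data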;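 also: 0% = DMSO wells and 100% = JAK Inhibitor I control wells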
S1P4 ag: S1P4 receptor agonists, primary screen, cell-based; Sphingosine 1-phosphate receptor 4 (Homo sapiens), O95977; S1P4-expressing cell line, agonist reporter assay; activation, % at 4.98 µM; actives 0.35% (n = 220,000); AID 1509, 2009; in the data active = activation above about 11%;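 also: 0% = DMSO vehicle and 100% = reference agonist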
eIF4E 4G PPI: eIF4E–eIF4G protein interaction inhibitors, primary screen, biochemical, uHTS, TR-FRET, eIF4GI fragment | actives 0.37% (n = 220,000) | Eukaryotic translation initiation factor 4E (Mus musculus) + Eukaryotic translation … | TR-FRET eIF4E-eIF4GI(517-606) binding, 2 h | AID 782, 2007 | inhibition, % at 21.7 µM;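 active = inhibition above about 30%, limit read from the data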;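 also: 0% = full FRET control wells and 100% = background wells lacking eIF4GI fragment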
Wee1 degr inh: Wee1 degradation inhibitors, primary screen, cell-based, HeLa, Wee1K328M-luciferase, luminescence | Wee1-like protein kinase (Homo sapiens), P30291 | HeLa Luc-Wee1K328M stability; 100% = proteasome inhibitor MG132 effect | reporter increase, % at 5 µM | actives 1.2% (n = 220,000) | AID 1321, 2008;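 active = activation above the mean of all tested compounds plus 3 SD, set per screening run, cut at about 8.8% in these data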;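 also: cells exposed to compound for 20 h before luminescence read; 0% = DMSO alone and 100% = MG132 at 30 µM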
NPY2 pot ag: NPY-Y2 potentiators or agonists, primary screen, cell-based | Neuropeptide Y receptor type 2 (Homo sapiens), P49146 | cells expressing NPY-Y2, potentiator/agonist read-out | activation, % at 3.6 µM | actives 0.45% (n = 220,000); in the data active = activation above about 27%;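 also: cells stimulated with NPY near EC25 plus isoproterenol at EC100; 0% = vehicle plus submaximal agonist and 100% = vehicle plus saturating agonist; some results beyond the cut were filed as inactive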
Numbers without * were called inactive; · = no result given; [ ] = dose if it differs, or a comment.

SMILES	Ba/F3 V617F tox	MDM2 E3 inh	S1P4 antag	PERK inhibitor	BaF3 tox	S1P4 ag	eIF4E 4G PPI	Wee1 degr inh	NPY2 pot ag
Cc1cc2ccccn2c1C(=O)c1ccc([N+](=O)[O-])o1	27*	-8	27	-0.3	0	-2.3	1	0	-14
O=C(N/N=C/c1ccncc1)c1cccc(NC(=O)c2ccccc2Cl)c1	0	-5	0	1.8	9	0.6	2[fluorescence artefact?]	1	-1
COC(=O)c1cccc(NC(=O)C2C3CCC(C3)C2C(=O)O)c1 (centres undefined)	0	12	3	0.2	5	-0.2	0	-3	-18
CCOC(=O)c1ccc(NC(=S)N2CCN(Cc3ccccc3)CC2)cc1	0	-2	-9	0.6	5	0.5	4	1	1
Cc1ccc(N2CCN(C(=O)c3ccccc3NC(=O)/C=C\C(=O)O)CC2)cc1	0	-10	-18	0.8	4	0.5	6	-3	8
CCOC(=O)COc1ccc(CCNC(C)=O)cc1	1	-3	-23	1.9	3	0.4	0	0	6
O=C(CSc1ccc(Cl)cc1)Nc1ccc(-c2nc3ccccc3[nH]2)cc1	-3	0	-2	1.8	3	-2.5	1	5	15
O=C1c2ccccc2C(=O)N1CCCc1nc(-c2ccccc2)no1	-1	-6	-13	1.5	2	0.2	-2	-2	-6
Cn1c(=O)c2c(nc(Br)n2CCCc2ccccc2)n(C)c1=O	-2	5	-3	-0.1	0	-0.3	-2	-2	-8
Cc1ccc(S(=O)(=O)N2CCCC(C(=O)NCCC(C)C)C2)cc1 (centres undefined)	-1	10	-13	-0.2	9	-0.5	0	0	-3
COc1cc([N+](=O)[O-])cc(/C=N/NC(=O)Cn2nc(C)cc2C)c1O	3	-18	14	0.4	3	1.0	5	-1	-12
OCc1cn(-c2ccccc2)nc1-c1cc2ccccc2o1	5	-28	-4	-0.3	4	1.2	3	7	5
CCO[C@H]1OC(C(=O)N2CCN(Cc3ccccc3)CC2)=C[C@@H](c2ccc(C(F)(F)F)cc2)[C@@H]1CCCO	6	·	4	0.0	-4	-0.9	1	-1	-17
CCOC(=O)c1nn(-c2ccccc2C)c2nc(-c3ccc(C)cc3)c(C#N)c(=O)n12	0	-4	-6	-0.1	6	-0.1	4	-2	-13
COc1cc(/C=N/NC(N)=O)c(Br)cc1OCC(=O)Nc1ccccc1C	-1	-22	0	-0.3	-4	-0.8	3	2	-16
COc1ccc(-c2[nH]n(-c3ccc([N+](=O)[O-])cc3)c(=O)c2C=NCc2ccncc2)cc1	-5	4	-11	0.9	0	0.3	7[fluorescence artefact?]	2	19
CCCC(=O)Nc1ccc2c(c1)nc1n2CCN(C2CCCCC2)C1	14	-7	-7	0.4	1	0.0	0	-2	-1
CCOC(=O)Cc1nn(CC)c(=O)c2ccccc12	-2	-3	-18	1.8	3	0.7	1	0	1
C[C@]12CCC(O)CC1CCC1C2CC[C@]2(C)C(c3cc(C(F)(F)F)n[nH]3)CCC12 (some centres undefined)	2	-13	23	0.9	7	1.3	2	8	-4
COc1cc(OC)cc(C(=O)Nn2cc(C(=O)Nc3ccccc3F)c3ccccc3c2=O)c1	6	12	-17	-0.8	10	-0.5	5	-1	5
Cc1ccc(NC(=S)NNC(=O)Nc2ccccc2)cc1	4	-21	1	0.6	5	0.5	1	14*	14
Cc1ccc(CC(=O)N(Cc2ccccc2)c2ccccn2)cc1	-3	-2	-4	1.2	-3	1.8	1	-3	15
Cc1ccc(-n2c(Cn3nc(C(F)(F)F)cc3C)n[nH]c2=S)cc1	2	-25	-14	0.1	7	-0.5	2	6	0
COc1ccc(C(=O)CSc2nnc(-c3cccnc3)n2Cc2ccco2)cc1	0	-8	4	-0.3	5	1.2	-1[fluorescence artefact?]	-1	-6
CCN1CCN(C(c2cc3cc4c(cc3[nH]c2=O)OCO4)c2nnnn2C(C)(C)CC)CC1 (centres undefined)	-3	-12	-22	-0.9	-2	-1.9	0	-3	16
CCCC(=O)Nc1ccc(NC(=S)NC(=O)c2cccs2)cc1	-4	-7	-17	0.2	6	0.2	3	-1	-7
O=C1c2ccccc2-c2c1cccc2C(=O)N1CCCCCC1	3	12	-11	-0.5	2	-0.6	-2	-1	7
Cc1ccc(-c2csc(NC(=O)CSc3nc4ccccc4c(=O)n3CCCN(C)C)n2)cc1	4	-9	-13	0.3	11	-1.9	31*	-1	-15
O=C(Nc1ccc2c(c1)OCCO2)c1ccc(Br)o1	1	-40	8	-0.5	3	1.4	-3	9.4*	15
CCCc1cc(C(N)=O)c(NC(=O)c2cc(C)on2)s1	-2	-5	-19	-0.1	4	1.0	6	1	1

Reformatted: entries from further up.
COc1ccc(-c2[nH]n(-c3ccc([N+](=O)[O-])cc3)c(=O)c2C=NCc2ccncc2)cc1
  Ba/F3 V617F tox: -5 | MDM2 E3 inh: 4 | S1P4 antag: -11 | PERK inhibitor: 0.9 | BaF3 tox: 0 | S1P4 ag: 0.3 | eIF4E 4G PPI: 7[fluorescence artefact?] | Wee1 degr inh: 2 | NPY2 pot ag: 19
CCCC(=O)Nc1ccc2c(c1)nc1n2CCN(C2CCCCC2)C1
  Ba/F3 V617F tox: 14 | MDM2 E3 inh: -7 | S1P4 antag: -7 | PERK inhibitor: 0.4 | BaF3 tox: 1 | S1P4 ag: 0.0 | eIF4E 4G PPI: 0 | Wee1 degr inh: -2 | NPY2 pot ag: -1

The list continues.
SMILES	Ba/F3 V617F tox	MDM2 E3 inh	S1P4 antag	PERK inhibitor	BaF3 tox	S1P4 ag	eIF4E 4G PPI	Wee1 degr inh	NPY2 pot ag
O=S(=O)(NCCc1csc(-c2ccc(C(F)(F)F)cc2)n1)c1ccc2c(c1)OCCO2	-1	-10	-4	0.2	3	-3.2	0	1	-26
C=CCN1CC(O)=C(c2nc3ccccc3[nH]2)C1=N	0	-34	10	1.5	8	-1.3	-1	3	5
CC1C=CC(C)C(C(=O)O)C1C(=O)O (centres undefined)	3	-10	-5	-0.3	2	-1.0	-1	8	-6
CN1C(=O)CC(C(=O)O)SC1=Nc1cc(Cl)c(O)c(Cl)c1 (centres undefined)	4	-8	-9	-0.6	2	-1.3	1	-2	-8
Nc1n[nH]c(N)c1N=Nc1ccc(Cl)cc1Cl	2	-9	-9	-0.2	6	0.1	-3	1	21
Cc1ccccc1Nc1nnc(C)c(=O)[nH]1	0	10	3	-0.2	2	0.0	3[fluorescence artefact?]	-1	-1
COc1ccc(/C=C/C(=O)NCC(c2ccc(F)cc2)N2CCOCC2)cc1OC (centres undefined)	4	·	-7	-1.0	-4	-0.7	-7	7	-10
O=C(OCC1O[C@@H](OC(=O)c2cc(O)c(O)c(O)c2)[C@@H](OC(=O)c2cc(O)c(O)c(O)c2)[C@@H](OC(=O)c2cc(O)c(O)c(O)c2)[C@@H]1OC(=O)c1cc(O)c(O)c(O)c1)c1cc(O)c(O)c(O)c1 (some centres undefined)	0	·	27	1.9	6	0.7	30[fluorescence artefact?]	0	5
C/C(=N\NC(=O)CNC(=O)c1ccc2c(c1)OCO2)c1ccco1	0	1	-21	0.5	7	0.9	-4	-1	10
Cc1c(CN2CCc3c([nH]c4ccccc34)C2CC(C)C)cnn1C (centres undefined)	1	-5	-5	-0.1	6	-0.8	-3	1	-11
CCN(CC)S(=O)(=O)c1ccc(N2CCOCC2)c(C(=O)O)c1	-2	-10	-11	0.5	1	1.0	3[fluorescence artefact?]	1	-6
Cc1cc(NC(=O)CN2C(=O)NC(C)(CCc3ccccc3)C2=O)no1 (centres undefined)	-1	-27	-5	1.8	0	-1.1	-1	1	9
Cc1cc(N2C(=O)C3CCC(c4ccccc4)CC3C2=O)no1 (centres undefined)	1	-4	7	1.9	-2	-1.4	-2	0	1
CN1CCN(C(=O)C(Cc2ccccc2)NS(=O)(=O)c2ccc3c(c2)CCC(=O)N3)CC1 (centres undefined)	-4	-5	-11	1.0	11	2.3	2	0	-5
CCOc1ccc(-c2cn(S(=O)(=O)c3cccc4nsnc34)nc2N)cc1	1	-18	-2	-1.1	3	-1.1	-1[fluorescence artefact?]	5	-10
CC(=O)OC(C#CCN1CCOCC1)c1ccccc1 (centres undefined)	0	-4	-2	-0.1	1	-0.4	-1[fluorescence artefact?]	0	-3
CCN1C(=O)CC(N2CCOCC2)C1=O (centres undefined)	-5	-11	-12	3.0*	3	1.1	5	0	-6
NNC(=O)c1ccc(COc2ccc([N+](=O)[O-])cc2)o1	3	-10	-1	0.4	-3	-1.9	2	4	-22
Oc1c(Br)cc2oc3c(c2c1CNCc1ccccc1)CCCC3	-4	-2	3	0.7	0	-2.2	1	-2	-3
Cc1cn2c(nc(=O)c3cccnc32)s1	2	2	-13	1.0	1	-0.5	-2[fluorescence artefact?]	-2	7
Cc1ccc(C(=O)Nc2ccc(N3CCN(C(=O)c4ccco4)CC3)cc2)cc1	-1	0	-4	-0.1	8	0.6	3	5	12
CCOc1ccccc1NC(=O)Cc1coc2cc(C)ccc12	-2	-7	-8	-0.6	4	1.0	-1	1	-6
CC(=C/c1ccc(C(C)C)cc1)/C=N/NC(=O)Cn1nnnc1N	-4	-4	8	1.6	-2	-0.6	-3	3	-20
CN(C)Cc1nc2ccccc2c(=O)n1Cc1nc(-c2cccc([N+](=O)[O-])c2)cs1	4	-22	-19	-0.4	1	-0.5	0	-1	-2
CC(C)(C)Nc1nc(Cl)nc(N(C#N)CN2C(=O)c3ccccc3S2(=O)=O)n1	-5	-3	13	1.2	2	0.5	-3	-1	9
CCOC(=O)c1c(C)[nH]c(C(=O)NCc2ccco2)c1C	5	-11	-2	0.1	2	0.1	-1	1	12
CC(C)CC1NC(=O)N(CC(=O)N2CCN(S(=O)(=O)c3ccccc3)CC2)C1=O (centres undefined)	2	-5	-36	-0.2	6	0.5	-5	3	3
c1ccc(Nc2nc(-c3cccnc3)cs2)nc1	1	-30	-3	-0.3	2	0.3	11	0	-5
C=CCN(CC=C)S(=O)(=O)c1ccc(C(=O)Nc2nnc(CSC)o2)cc1	3	-3	1	1.3	8	1.0	-4	-4	3
CSCCC(C(=O)OCC(=O)c1ccc(C)c(C)c1)N1C(=O)c2ccccc2C1=O (centres undefined)	1	-13	-11	0.3	4	-0.2	3	0	3
CCn1c(=S)ccc2ccc(OC)cc21	0	6	-17	1.1	3	2.2	4	0	-7
Cc1noc(C)c1COc1ccc(C(=O)OCC(=O)NCc2ccccc2Cl)cc1	-1	10	-16	0.8	4	0.2	27[fluorescence artefact?]	1	5
Cc1ccc(S(=O)(=O)N(C)CC(=O)Nc2ccncc2)cc1	-1	-15	3	0.2	3	3.6	-20	4	12
CC(=O)Nc1ccc(C(=O)N/N=C/c2cccnc2)cc1	3	-6	-28	-0.2	6	1.8	1	0	-2
CN(C)S(=O)(=O)c1ccc(Oc2ccc(S(=O)(=O)N(C)C)cc2)cc1	15	-1	-24	1.2	15	-3.9	0	4	8
O=C1c2ccccc2-c2onc3ccc(N4CCCC4)c1c23	3	-11	-20	-0.2	8	1.1	34*	-5	24
